Bioassay records (PubChem)
Cneo AK release: Cryptococcus neoformans lysis via adenylate kinase release; C. neoformans lysis, adenylate kinase release luminescence, 4 h; normalised: neutral wells 0, clomiphene wells 100; lysis activity, % at 15 µM; actives 0.2% (n = 360,000); AID 651654;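 active means mean lysis activity across replicates of at least 80%, whatever share of replicates individually reach that level; inactive means mean lysis activity below 80%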
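Assay system: C. neoformans cells. Amount: yeast cell density of 5 × 10^6 cells/mL. Technique: AK luminescence. Buffer or medium: YPD. Times: static 4 h at 37 °C with compound, 1 h detection. Dosing: single-point compound dose. Read-out: lysis from increased AK signal.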
Statin myotox sup: suppression of simvastatin myotoxicity | actives 0.78% (n = 330,000) | C2C12 myotubes + simvastatin, ATP luminescence, 48 h; scaled: DMSO 0, geranylgeraniol control 100 | rescue of ATP level, % at 7.49 µM;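 active means mean ATP rescue above about 67%, or every replicate alone reaching that limit, limit read from the data, passing the limit was not always enough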;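 further: myotubes were challenged with 10 µM simvastatin during compound exposure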
SIRT5 inh: inhibitors of human sirtuin-5 desuccinylase. Purified SirT5, succinyl-peptide AMC, trypsin-coupled fluorescence. inhibition, % at 15 µM. actives 1.1% (n = 330,000). AID 652115; in the data active means inhibition above about 15%
Target sequence (Q9NXA8 whole entry, looked up): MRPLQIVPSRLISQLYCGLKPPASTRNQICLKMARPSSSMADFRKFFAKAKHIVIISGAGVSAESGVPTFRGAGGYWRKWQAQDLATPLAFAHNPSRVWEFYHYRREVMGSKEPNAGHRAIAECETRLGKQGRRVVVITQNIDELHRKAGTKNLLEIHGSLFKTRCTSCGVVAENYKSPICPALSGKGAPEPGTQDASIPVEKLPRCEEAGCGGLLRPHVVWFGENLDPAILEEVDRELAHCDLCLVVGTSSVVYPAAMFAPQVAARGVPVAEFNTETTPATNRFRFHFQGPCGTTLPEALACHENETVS
XiGFP reactiv: X-chromosome reactivation activator; actives 0.055% (n = 360,000); XiGFP mouse fibroblasts, % GFP-positive cells imaging, 3 d; cells co-treated with 5-aza-dC sensitizer; scaled so ellipticine positive control = 100%; activation, % at 7.58 µM;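 active means mean normalized replicate activation at least 10% and every replicate at or above 10%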;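 further: 0% = median of on-plate neutral control wells and 100% = ellipticine 6 µM median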
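Assay system – SV40-immortalized XiGFP fibroblast cells, line 68-5-11 · Buffer or medium – DMEM supplemented with 5-aza-dC as sensitizing agent · Dosing – one concentration, pinned · Benchmarks – positive control ellipticine, 6 µM final · Times – 3 days compound exposure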
ERAP1 inh: blocks human ERAP1 aminopeptidase activity; Q9NZ08; recombinant ERAP1, Leu-AMC fluorescence, 60 min; inhibition, % at 10.7 µM; actives 0.15% (n = 340,000); AID 652197;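 active means mean replicate inhibition of at least 30%, or all replicates individually reaching that 30% level; inactive means mean below 30% and not every replicate reaching it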;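 further: 0% = neutral control wells and 100% = L-leucinethiol positive control wells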
PGC1a acetyl inh: modulators of PGC1a acetylation; actives 0.17% (n = 350,000); AID 651687; U2OS PGC1a acetylation, AlphaScreen anti-acetyl-lysine; with virally co-expressed GCN5 acetyltransferase; inhibition, % at 15.6 µM;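 active means every replicate shows inhibition of at least 40%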;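 further: 0% = neutral control wells and 100% = positive control wells; some results beyond the cut were filed as inactive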
LGR2 inh: Drosophila LGR2 receptor signaling inhibition; HEK293 LGR2, CRE-luciferase, bursicon-stimulated, 4 h; inhibition, % at 9.99 µM; actives 0.35% (n = 380,000);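 active means drop in luminescence signal, shown as inhibition above about 50% in the replicate tests, limit read from the data, passing the limit was not always enough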;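 further: agonist challenge used bursicon conditioned medium at about half maximal strength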
S100A4 MyoIIA: S100A4-myosin IIA interaction inhibition. P26447. S100A4/TAMRA-MyoIIA peptide fluorescence polarization. inhibition, % at 10.7 µM. actives 0.14% (n = 360,000);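 active means mean inhibition of at least 70% across replicates, with every replicate also reaching that level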
Target sequence (P26447 whole entry, looked up): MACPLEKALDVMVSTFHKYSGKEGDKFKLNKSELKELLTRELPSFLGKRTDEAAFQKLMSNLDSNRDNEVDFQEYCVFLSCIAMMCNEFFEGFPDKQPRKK
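Test system: S100A4 monomer protein; Medium: HEPES pH 7.2 with CaCl2, KCl, NaCl, DTT, Triton; Probe or stimulus: TAMRA-labelled myosin IIA heavy-chain peptide probe, 5 nM; Doses: one dose per compound; Times: polarization read 5 min after assay mix addition, stable 5–60 min; Benchmarks: neutral control DMSO, positive control TFP.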
Numbers without * were called inactive; . = not tested or not shown.

compound | Cneo AK release | Statin myotox sup | SIRT5 inh | XiGFP reactiv | ERAP1 inh | PGC1a acetyl inh | LGR2 inh | S100A4 MyoIIA
C[C@@H](NC(=O)C[C@H]1C[C@H]2c3cc(NC(=O)CC4CC4)ccc3O[C@H]2[C@@H](CO)O1)c1ccccc1 | 2 | -1 | -3 | -0.1 | 0 | 4 | 18 | -12
CCC(=O)N1CCC1(C)C(=O)Nc1cnc2ccccc2c1 (configuration not stated) | -4 | -2 | . | 0.1 | -3 | -8 | -6 | -7
CCn1cnc2cc(NCc3cccs3)ccc21 | -1 | 7 | -4 | 0.1 | 24 | 5 | -22 | 4
Cc1csc(NC(=O)CS(=O)(=O)Cc2ccccc2)n1 | . | 5 | -1 | 0.1 | 13 | 5 | 4 | 3
NC1=NC(=O)/C(=C/c2ccc(OCC(=O)O)cc2)S1 | 3 | 6 | 7 | 0.3 | -1 | 6 | 10 | 1
COc1cccc(CN2CCN(C3CCN(c4ccccc4F)CC3)CC2CCO)c1 (configuration not stated) | . | . | 2 | -0.1 | -4 | -10 | 27 | 1
CCOC(=O)N1CCC(N(CCN(C)C)C(=S)Nc2ccc(Oc3ccccc3)cc2)CC1 | 3 | -2 | -4 | 0.5 | . | -30 | 12 | -3
C[C@@H]1CN([C@H](C)CO)C(=O)c2cccc(NS(=O)(=O)c3ccccc3)c2O[C@@H]1CN(C)Cc1ccc(-c2ccccc2)cc1 | 6 | 58 | 8 | -1.0 | -6 | 6 | 4 | 1
COc1ccc(S(=O)(=O)N(C)C[C@@H]2Oc3ccc(NC(=O)Cc4ccccc4)cc3C(=O)N([C@H](C)CO)C[C@@H]2C)cc1 | 0 | -33 | 0 | 0.3 | -1 | -3 | -10 | -10
CC1CCN(C(=O)C2CC(c3ccc(F)cc3)=NO2)CC1 (configuration not stated) | 1 | 7 | -4 | . | -1 | 16 | -49 | -12
CC1(C(=O)NS(=O)(=O)c2cccc(C#N)c2)CCN1C(=O)CC1CCCCC1 (configuration not stated) | 1 | -2 | -3 | 0.0 | -1 | 8 | -2 | 3
Cc1ccc(C(=O)N[C@H](C(=O)OCc2nnc(-c3ccccc3)o2)C(C)C)cc1 | 0 | 12 | -2 | . | . | 3 | -23 | 3

Given field by field: entries from further up.
NC1=NC(=O)/C(=C/c2ccc(OCC(=O)O)cc2)S1
  Cneo AK release: 3
  Statin myotox sup: 6
  SIRT5 inh: 7
  XiGFP reactiv: 0.3
  ERAP1 inh: -1
  PGC1a acetyl inh: 6
  LGR2 inh: 10
  S100A4 MyoIIA: 1
COc1cccc(CN2CCN(C3CCN(c4ccccc4F)CC3)CC2CCO)c1 (configuration not stated)
  Cneo AK release: .
  Statin myotox sup: .
  SIRT5 inh: 2
  XiGFP reactiv: -0.1
  ERAP1 inh: -4
  PGC1a acetyl inh: -10
  LGR2 inh: 27
  S100A4 MyoIIA: 1
CCOC(=O)N1CCC(N(CCN(C)C)C(=S)Nc2ccc(Oc3ccccc3)cc2)CC1
  Cneo AK release: 3
  Statin myotox sup: -2
  SIRT5 inh: -4
  XiGFP reactiv: 0.5
  ERAP1 inh: .
  PGC1a acetyl inh: -30
  LGR2 inh: 12
  S100A4 MyoIIA: -3

A second format for some results above:
Second line of a record: Cneo AK release	Statin myotox sup	SIRT5 inh	XiGFP reactiv	ERAP1 inh	PGC1a acetyl inh	LGR2 inh	S100A4 MyoIIA
COc1cccc(CN2CCN(C3CCN(c4ccccc4F)CC3)CC2CCO)c1 (configuration not stated)
→ .	.	2	-0.1	-4	-10	27	1
CCOC(=O)N1CCC(N(CCN(C)C)C(=S)Nc2ccc(Oc3ccccc3)cc2)CC1
→ 3	-2	-4	0.5	.	-30	12	-3
C[C@@H]1CN([C@H](C)CO)C(=O)c2cccc(NS(=O)(=O)c3ccccc3)c2O[C@@H]1CN(C)Cc1ccc(-c2ccccc2)cc1
→ 6	58	8	-1.0	-6	6	4	1

Back to the main list; the 2 compounds before the break are reprinted first.
compound | Cneo AK release | Statin myotox sup | SIRT5 inh | XiGFP reactiv | ERAP1 inh | PGC1a acetyl inh | LGR2 inh | S100A4 MyoIIA
CC1(C(=O)NS(=O)(=O)c2cccc(C#N)c2)CCN1C(=O)CC1CCCCC1 (configuration not stated) | 1 | -2 | -3 | 0.0 | -1 | 8 | -2 | 3
Cc1ccc(C(=O)N[C@H](C(=O)OCc2nnc(-c3ccccc3)o2)C(C)C)cc1 | 0 | 12 | -2 | . | . | 3 | -23 | 3
O=C(NCc1ccccn1)c1cc(-c2ccccc2)nc2ccccc12 | . | . | -4 | 0.1 | -2 | . | 4 | -2
C[C@@H]1CN([C@H](C)CO)C(=O)Cc2cc(NC(=O)C3CC3)ccc2O[C@@H]1CN(C)CC1CC1 | -4 | -5 | -1 | 0.2 | -1 | . | 3 | -14
COc1cc([N+](=O)[O-])ccc1NC(=O)CN(C)C | 3 | 9 | -4 | . | 1 | 4 | 8 | -1
[N-]=[N+]=NCCN1CCN(Cc2ccccc2)CCC1=O | 1 | -9 | . | 0.4 | . | 2 | 3 | -12
COc1cc(NC(=O)c2sc3nc(C)nc(N4CCOCC4)c3c2C)cc(OC)c1OC | -1 | 3 | 5 | 0.0 | -1 | -3 | -6 | -1
C[C@H](O)C#Cc1cnc2c(c1)C(=O)N([C@@H](C)CO)C[C@H](C)[C@H](CN(C)C(=O)c1ccc(F)cc1)O2 | -15 | -3 | -5 | -0.3 | 2 | 5 | -19 | 3
O=C1CCN(S(=O)(=O)c2cccs2)c2ccc(C(F)(F)F)cc2N1 | . | . | 2 | 0.0 | -2 | 0 | -5 | 2
CO[C@@H](CN(C)S(=O)(=O)c1ccc(F)cc1)[C@H](C)CN(C(=O)Nc1ccccc1F)[C@@H](C)CO | -9 | 8 | 2 | 0.0 | -5 | -1 | -3 | 29
Cc1ccc(C)c(Nc2nc(N)c3ccccc3n2)c1 | . | . | -3 | -0.1 | -7 | 6 | -74 | -4
C=CCSc1nnc(NC(=O)C2=COCCO2)s1 | . | 10 | 3 | 0.2 | 3 | . | 3 | -5
C[C@H]1CN([C@@H](C)CO)C(=O)c2c(c3ccccc3n2C)-c2ccccc2CO[C@H]1CN(C)CC1CC1 | 4 | -10 | 5 | 0.4 | -7 | -9 | 16 | 2
CCOc1ccc(NC(=O)CNC(=O)c2nn(-c3ccc(OC)c(OC)c3)c(=O)c3ccccc23)cc1 | 3 | -14 | 1 | 0.0 | 0 | . | 3 | -2
CC(C)(C)OC(=O)NN1CC(=O)N2[C@@H](Cc3c([nH]c4ccccc34)C2(C)C)C1=O | 1 | -2 | 1 | 0.0 | -3 | -3 | 15 | 5
Cc1ccc(S(=O)(=O)N(C)C[C@H]2OCCCC[C@H](C)Oc3ccc(NS(=O)(=O)c4ccccc4)cc3C(=O)N([C@@H](C)CO)C[C@@H]2C)cc1 | 4 | 16 | 19* | -0.1 | 3 | -8 | -2 | 0
Cc1cc(C)nc(NS(=O)(=O)c2ccc(NC(=O)c3ccc4c(c3)OCCO4)cc2)n1 | . | . | -4 | 0.1 | 4 | 1 | 12 | 0
Cc1cc(Cn2nc(-c3ccccc3)cc2C(=O)NCc2cccs2)on1 | -1 | 15 | -3 | 0.0 | -1 | -26 | -6 | -5
Cn1cnc(S(=O)(=O)N[C@H]2C=C[C@H](CC(=O)NCC3CC3)O[C@H]2CO)c1 | 4 | 9 | 1 | -0.5 | 0 | 7 | 9 | 10
Cc1ccc(S(=O)(=O)N2C[C@H]3n4c(=O)ccc(=O)n4C[C@H](OC(=O)Nc4c(C)noc4C)[C@@]3(O)C2)cc1 | 0 | -4 | 8 | 0.3 | . | 0 | -8 | -1
CCc1nnc(NC(=O)CCC(=O)N2CCN(C3c4ccccc4-c4ccccc43)CC2)s1 | -1 | . | -2 | 0.3 | -1 | . | 10 | -1
COc1ccc(-n2nc3c(c2NC(=O)c2ccc(Br)o2)CS(=O)(=O)C3)cc1 | -1 | -3 | 1 | 0.0 | 1 | 2 | 12 | -7
O=S(=O)(c1ccccc1Oc1ccc(Cl)cc1Cl)N1CCCCC1 | . | -8 | 1 | -0.1 | 1 | -16 | 25 | -3
O=C(NCc1ccc(-c2csnn2)cc1)c1cccs1 | . | . | 0 | 0.7 | -1 | . | 33 | -5
CCOc1ccc(S(=O)(=O)N2CCC(C(=O)NCc3ccccn3)CC2)cc1 | 0 | -1 | -3 | 0.0 | 1 | -9 | -5 | 1
Cc1ccc(S(=O)(=O)N2CCOCC2)cc1C(=O)OCC(=O)NCc1ccc2c(c1)OCO2 | -1 | 1 | 1 | -0.1 | -5 | -8 | -3 | 8
CC(=O)OCC1OC(OCc2cn(C[C@H]3CC[C@@H]([C@@H]4CC[C@H](Cn5cc(COC6OC(COC(C)=O)C(OC(C)=O)C(OC(C)=O)C6OC(C)=O)nn5)O4)O3)nn2)C(OC(C)=O)C(OC(C)=O)C1OC(C)=O (some centres not stated) | 0 | 2 | -3 | 0.0 | 0 | . | 4 | 0
C[C@@H]1CN([C@H](C)CO)C(=O)c2cccc(NC(=O)Nc3ccc(F)cc3)c2O[C@H]1CN(C)C(=O)Nc1ccc2c(c1)OCO2 | 0 | 13 | 0 | 0.0 | -1 | 4 | -2 | 15
CC(=O)Nc1nc2ccccc2n1Cc1ccccc1Cl | . | 18 | 3 | 0.0 | -2 | -32 | 36 | -3
COc1ccc(-c2noc(N3CCC(C(=O)NCc4ccccc4Cl)CC3)n2)cc1 | -1 | 10 | -1 | 0.0 | 2 | . | -14 | 7
COc1ccccc1NC(=O)CN1CCN(CC(=O)Nc2ccc(OC)c(OC)c2)CC1 | -1 | -3 | -1 | 0.0 | 0 | 3 | 10 | 1
COc1ccc(C(=O)NC2CC2)cc1OC1CCN(Cc2ccccc2O)CC1 | 1 | -7 | 0 | -0.1 | -8 | -2 | 8 | 0
Cc1cccc(-n2nnc(C(=O)NCc3ccccc3Cl)c2N)c1 | 2 | 2 | -5 | -0.1 | -1 | 5 | 3 | -6
O=C(CS(=O)(=O)c1ccc(Br)cc1)N1CCOCC1 | 5 | -5 | 3 | -0.1 | -1 | 2 | -5 | -2
C[C@H](CO)N1C[C@H](C)[C@H](CN(C)C(=O)Nc2ccc3c(c2)OCO3)Oc2ccc(NC(=O)C3CCCCC3)cc2CC1=O | 9 | 9 | 2 | -0.1 | 1 | . | 12 | -5
O=C(COc1ccc(Cl)cc1Cl)NC(=O)NC1CCCC1 | 1 | -9 | -2 | -0.1 | 0 | -12 | -61 | 1
COc1cc(OC)c(OC)cc1CN1CCN(Cc2ccc(C(F)(F)F)cc2)CC1 | 0 | 13 | -4 | 0.0 | 2 | -22 | -14 | -2
CSc1ncccc1C(=O)NCC12CC3CC(CC(C3)C1)C2 | . | . | -2 | 0.0 | 1 | -5 | 16 | 1
COC(=O)CC1=NN(c2ccc(OC)cc2)C(=O)C1 | . | . | 0 | 0.4 | -3 | . | 3 | -7
Cc1c(C)n(C)c2ccc(C(=O)NCCCN3CCN(c4ccc(F)cc4)CC3)cc12 | 4 | 0 | 5 | 0.0 | 1 | -3 | -1 | -16
COC(=O)c1ccc(NC(=O)c2ccccc2C(=O)Nc2ccc(C(=O)OC)cc2)cc1 | . | . | 1 | -0.1 | 0 | . | . | 0

Some of the compounds tested. The share of hits here may be higher or lower than overall.
